Akt phos inh – inhibitors of Akt phosphorylation; Neuro2A IGF-stimulated pAkt S473 HTRF, 20 min; stronger effect = lower value; activity change, % for hits at 50 µM; actives 0.32% (n = 360,000); in the data active = activity change below about -80%; inconclusive = mostly about -51% to -80%; also: % is scaled to controls: 0 for no effect and ±100 for the full control effect
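Neuro2A cells (4,500/well, DMEM with 0.5% FBS) were treated with compound at a single 50 µM final concentration, stimulated with 6 nM IGF for 20 min at 37 °C, and lysed. Phospho-Akt Ser473 was read by HTRF as 665/615 ratio ×10^4.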
aSyn yeast inh – alpha-synuclein toxicity inhibition in yeast; Yeast expressing alpha-synuclein, growth rescue, BacTiter-Glo, 24 h; Potency, µM (top dose mostly 46.1 µM), without a hit: at the highest dose growth rescue (activation), actives largely listed as activators; actives 0.14% (n = 370,000); also: potency is read from the fitted curve at half-maximal effect; % of control where 0% means no effect; nearly all actives have a fitted effect of over 65% in size
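Screening used galactose-induced yeast with toxic alpha-synuclein levels, exposed to compound for 24 hr at 30 deg C. Cell growth, read with BacTiter-Glo luminescence, gave the measured signal.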
Abeta rescue – A-beta toxicity reversal in yeast | actives 0.063% (n = 410,000) | yeast expressing A-beta42, growth rescue, OD600, 48 h; response scale: 0% DMSO, 100% iron-clioquinol control | Potency, µM (highest dose often 46.1 µM), inactives show at the top dose growth rescue, usual class: activators | AID 1347071; also: potency is read from the fitted curve at half-maximal effect; nearly all actives have a fitted effect of over 55% in size
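Growth rescue measured by 600 nm absorbance after 48 h yeast culture at 30 C with compound. Values normalized between DMSO and an equimolar ferric chloride plus clioquinol control.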
D3 antag – antagonists of human D3 dopamine receptor. P35462. AID 652054. max response, negative = inhibition, %. D3R cells, DiscoveRx beta-arrestin luminescence, antagonist mode; stronger effect = lower value. actives 2.5% (n = 360,000); in the data active = max response below about -50%; inconclusive = no clear call, values can overlap the other calls; also: % is scaled to controls: 0 for no effect and ±100 for the full control effect; mostly tested at two doses, the higher about 12 µM
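Cells plated overnight at 1500 cells/well, then exposed to library compounds with dopamine controls for 90 minutes at 37 degrees C. DiscoveRx reagent added for 30–60 minutes at room temperature; luminescence read, quantitative HTS format.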
FUS suppressor – rescues growth of FUS-expressing yeast | S. cerevisiae FUS-expressing, growth rescue, OD600, 24 h | Potency, µM (doses to about 76.6 µM), for inactives: top-dose growth rescue (activation), usual class: activators | actives 0.24% (n = 390,000) | AID 1347120;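 also: potency is read from the fitted curve at half-maximal effect; plate controls were DMSO vehicle for no effect and reference control for full effect; nearly all actives have a fitted effect of over 55% in size; some results filed as inactive show a strong effect at the top dose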
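Compound concentration series was pinned onto galactose-induced FUS-expressing yeast seeded at OD 0.005. Plates sat 24hr at 30C; absorbance at 600 nm gave growth. DMSO served as background control.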
TDP-43 yeast inh – TDP-43 toxicity inhibition in yeast; TDP-43 expressing yeast growth rescue, BacTiter-Glo, 24 h; Potency, µM (series often up to 46.1 µM), inactives show top-dose growth rescue (activation), actives largely listed as activators; actives 1.8% (n = 410,000); also: potency is read from the fitted curve at half-maximal effect; % of control where 0% means no effect; nearly all actives have a fitted effect of over 50% in size
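Growth rescue of TDP-43-toxic yeast measured as ATP luminescence (BacTiter-Glo). Cells grown to mid-log in raffinose, induced in galactose at OD600=0.02, exposed to compound 24 hr at 30 deg C.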
GLP1R ag – agonists of human GLP-1 receptor; P43220; HEK293 GLP-1R CRE-luciferase, luminescence, 4-6 h; cells express a hypersensitive GLP-1R form; Potency, µM (top dose mostly 45.6 µM), without a hit: at the highest dose activation, hits mostly activators; actives 0.007% (n = 380,000); AID 624172; also: potency is read from the fitted curve at half-maximal effect; % of control where 0% means no effect
Target sequence (P43220 whole entry, looked up): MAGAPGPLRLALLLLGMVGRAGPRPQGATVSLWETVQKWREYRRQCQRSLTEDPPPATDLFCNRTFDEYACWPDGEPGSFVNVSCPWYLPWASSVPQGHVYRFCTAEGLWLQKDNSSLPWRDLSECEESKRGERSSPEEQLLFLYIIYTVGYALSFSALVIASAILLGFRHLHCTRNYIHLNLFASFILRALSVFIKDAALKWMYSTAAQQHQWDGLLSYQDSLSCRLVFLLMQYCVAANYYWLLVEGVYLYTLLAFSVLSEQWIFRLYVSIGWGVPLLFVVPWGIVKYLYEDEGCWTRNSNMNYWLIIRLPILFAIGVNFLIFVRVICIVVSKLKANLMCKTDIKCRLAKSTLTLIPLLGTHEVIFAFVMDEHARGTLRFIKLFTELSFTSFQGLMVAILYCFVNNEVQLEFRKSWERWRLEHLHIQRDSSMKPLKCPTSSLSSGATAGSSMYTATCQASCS
PTHR1 ag – activates the human parathyroid hormone receptor PTHR1 | Q03431 | HEK293 GP2 PTHR1 cells, GloSensor cAMP luminescence, 1 h | Potency, µM (series often up to 115 µM), for inactives: at the highest dose activation, usual class: activators | actives 0.075% (n = 410,000) | AID 743266; also: potency is read from the fitted curve at half-maximal effect; nearly all actives have a fitted effect of over 55% in size; some results filed as inactive show a strong effect at the top dose; inactives centre near -15; many of its hits are not listed in these tables
Target sequence (Q03431 whole entry, looked up): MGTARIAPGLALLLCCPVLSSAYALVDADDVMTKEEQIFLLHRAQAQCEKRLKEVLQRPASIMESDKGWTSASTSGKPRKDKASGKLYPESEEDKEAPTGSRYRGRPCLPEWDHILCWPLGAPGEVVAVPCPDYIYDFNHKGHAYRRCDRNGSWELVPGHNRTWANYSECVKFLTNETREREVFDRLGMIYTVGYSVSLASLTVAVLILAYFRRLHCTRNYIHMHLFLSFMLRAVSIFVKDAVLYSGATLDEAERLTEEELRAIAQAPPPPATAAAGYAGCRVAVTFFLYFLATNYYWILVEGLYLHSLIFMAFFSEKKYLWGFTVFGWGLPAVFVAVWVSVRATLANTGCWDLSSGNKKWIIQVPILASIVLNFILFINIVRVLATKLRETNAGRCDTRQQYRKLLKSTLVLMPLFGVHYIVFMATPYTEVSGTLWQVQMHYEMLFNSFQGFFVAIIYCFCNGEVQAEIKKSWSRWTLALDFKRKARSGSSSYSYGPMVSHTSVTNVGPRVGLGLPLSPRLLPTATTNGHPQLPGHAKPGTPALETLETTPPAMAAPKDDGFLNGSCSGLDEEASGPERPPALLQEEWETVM
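HEK-293-derived GP2 cells expressing PTHR1 and a GloSensor cAMP reporter, 3,000/well, plated overnight, given luciferin plus IBMX (each 0.5 mM as added) for 1 h at 37 °C, then compound for 1 h at 37 °C. Luminescence was read after 15 min at room temperature.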
GLP1R inv ag – GLP-1 receptor (human) inverse agonism; AID 624417; HEK293 GLP-1R CRE-luciferase, luminescence, 24 h; GLP-1R form is constitutively active; Potency, µM (series often up to 38.3 µM), for inactives: at the top dose activity change, negative = inhibition, hits mostly inhibitors; actives 1.6% (n = 410,000); P43220; also: potency is read from the fitted curve at half-maximal effect; % is scaled to controls: 0 for no effect and ±100 for the full control effect; nearly all actives have a fitted effect of over 55% in size
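Readout was luciferase luminescence, measured 12 min after detection reagent at room temperature. Beforehand, GLP-1R reporter HEK293 cells had sat 12 h, then received compounds for 24 hr at 37 deg C.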
An asterisk follows results filed as active; i = inactive; ? = inconclusive; · = no result given; [ ] = dose if it differs, or a comment. Unless noted, calls follow the shape of the dose curve; as a rule, active = well fitted curve in the direction sought with a large enough effect; inconclusive = small, poorly fitted or top-dose-only effect, or another doubt; inactive = no such curve, though single readings can be large; an effect the other way counts as inactive or inconclusive.

SMILES	Akt phos inh	aSyn yeast inh	Abeta rescue	D3 antag	FUS suppressor	TDP-43 yeast inh	GLP1R ag	PTHR1 ag	GLP1R inv ag
COCCCN1C(=O)C(=O)/C(=C(/O)c2ccc(S(=O)(=O)N3CCOCC3)cc2)C1c1ccc(Cl)cc1 (stereo unspecified)	·	12%	-28%	1	5%	12%	-3%	i	1%
CCOC(=O)c1cc(-c2ccc(C)cc2)n(CC(=O)Nc2ccc(OC)c(Cl)c2)c1C	·	·	-4%	·	-4%	-1%	-1%	-93%[inhibitor]	-11%
COc1cccc(-c2noc(CCCC(=O)Nc3ccc(C(N)=O)cc3)n2)c1	i	0%	8%	27	-15%	15%	4%	i	2%
O=C(CCNC(=O)c1ccco1)NNC(=O)c1ccc(Br)cc1	i	-7%	-6%	-2	29%	-28%	4%	?	-12%
CCOC(=O)N1CCN(C(=O)CSc2ccc(-c3cccc(OC)c3)nn2)CC1	i	2%	-3%	4	-4%	20%	7%	-19%	3%
Cc1nc(NCCc2ccc(F)cc2)c2nnn(Cc3ccccc3)c2n1	i	2%	-17%	0	15%	-6%	15%	-5%	3%
COc1ccc(C(C)(C)C)cc1NS(=O)(=O)c1cccc2cccnc12	i	-3%	-19%	-23	?	4%	15%	-32%[inhibitor]	?
COCCCn1c(C)nnc1SCC(=O)NCc1ccco1	i	5%	-11%	-22	-1%	-32%	-4%	12%	0%
Cc1cccc(NCCNc2cccc(C)c2)c1	-104%*	0%	12%	-6	12%	?	-3%	-27%	?
CS(=O)(=O)N(CC(=O)Nc1ccccc1C(=O)N1CCOCC1)c1ccc2c(c1)OCO2	·	-5%	15%	-12	16%	-24%	10%	i	5%
CCC(=O)Nc1nc2nc(-c3ccccc3)cc(=O)n2[nH]1	i	-15%	-8%	-9	11%	-14%	-2%	-9%	27%
COc1ccccc1N(CC(=O)NCC1CCCO1)C(=O)CNS(=O)(=O)c1ccc(Cl)cc1 (stereo unspecified)	i	26%	-1%	-7	-3%	0%	5%	i	-5%
O=C1Nc2ccccc2SC1c1ccccc1Cl (stereo unspecified)	i	22%	16%	-15	10%	?	11%	i	?
Cc1ccccc1C(=O)Nc1nnc(-c2ccc(F)cc2)o1	i	18µM*	22µM*	-21	-6%	?	-3%	-8%	?
CC1CCCN(CCCNC(=O)CCn2nc(-c3ccccc3)ccc2=O)C1 (stereo unspecified)	i	1%	2%	-4	5%	5%	-8%	i	14%
CCc1cccc(OCCn2ccnc2)c1	i	-7%	-2%	?	2%	1%	-2%	i	-22%
O=C(c1cc(COc2ccc3ncccc3c2)on1)N1CCC(O)CC1	i	10%	-15%	-3	5%	6%	4%	i	6%
Cc1cc(N2C(=O)NC(=O)CC2C)c(C)cc1C(C)C (stereo unspecified)	i	2%	1%	7	·	0%	0%	i	10%
CN1CCN(CCNC(=O)c2cc3c(=O)n(C)c4ccccc4c3n2C)CC1	i	-3%	-21%	?	-14%	-12%	-2%	9%	5%
O=C(C[C@H]1C/C=C\C[C@@H](Cc2ccc(F)cc2)C(=O)OC[C@@H]2CCCN2C1=O)NCCO	i	-9%	7%	23	17%	19%	-3%	i	9%
CCN(CC)S(=O)(=O)c1ccc(N2CCN(c3cccc(OC)c3)CC2)c([N+](=O)[O-])c1	i	-7%	13%	?	·	20%	10%	-28%	?
COc1cc(C(=O)N2CCc3c([nH]c4ccccc34)C2c2ccccc2)cc(OC)c1OC (stereo unspecified)	·	·	-21%	·	?	8%	·	-30%	?
CC1=C(C(=O)N2CCOCC2)C(c2cc(C)ccc2C)NC(=S)N1 (stereo unspecified)	i	2%	17%	4	6%	0%	7%	i	-8%
COc1ccccc1NC(=O)Cn1cc(C#N)c2ccccc21	i	-7%	-8%	24	17%	-27%	0%	-31%[inhibitor]	4%
Cc1ccc(-c2ccc(=O)n(CC(=O)NCCCN3CCCCC3C)n2)cc1 (stereo unspecified)	i	0%	-27%	0	-8%	-20%	6%	i	3%
CN(C)CCNc1nc(-c2ccccc2CO)c2sccc2n1	i	-2%	-1%	-26	-13%	15%	0%	i	7%
Cc1nc(N2CCCC2)c2c(C(=O)N3CCN(c4ccc(F)cc4)CC3)c(C)oc2n1	·	·	10%	·	18%	1%	·	-5%	7%
O=C(NC1CC2CCCC(C1)N2C(=S)NCCc1ccccc1)C1CC1 (stereo unspecified)	i	-3%	-7%	-6	11%	-7%	5%	-5%	7%
COc1ccc(C(=O)N2CCC(C)(C(=O)O)C2)c(OC)c1 (stereo unspecified)	i	0%	-11%	?	-31%	26%	-1%	-1%	6%
O=C1COc2ccc(C(=O)COC(=O)CCOc3ccccc3)cc2N1	i	6%	11%	0	·	24%	-6%	i	2%
Cc1cnc(=O)[nH]c1SCC(=O)Nc1cc(C(F)(F)F)ccc1Cl	·	·	0%	·	-26%	1%	0%	i	5%
COc1ccc(-c2nc3nc(C)cc(Nc4ccc(C(C)=O)cc4)n3n2)cc1	·	·	-9%	·	43%	30%	·	i	-17%
CCCCN(C)CCNC(=O)CN1C(=O)CSc2ccc(S(=O)(=O)N3CCCC3)cc21	i	0%	11%	12	7%	15%	-6%	-14%	-26%
CC1(C)CC[C@]2(C(=O)O[C@@H]3O[C@H](CO)[C@@H](O)[C@H](O)[C@H]3O)CC[C@]3(C)C(=CCC4[C@@]5(C)CC[C@H](O[C@@H]6O[C@H](C(=O)O)[C@@H](O[C@H]7OC[C@@H](O)[C@@H](O)[C@@H]7O)[C@H](O)[C@H]6O)C(C)(C)C5CC[C@]43C)[C@@H]2C1 (stereo partly specified)	i	5%	6%	21	?	11%	0%	-23%	-8%
CCN(C(=O)COC(=O)CCCOc1ccc(Cl)cc1C)c1c(N)n(Cc2ccccc2)c(=O)[nH]c1=O	i	-3%	-4%	0	29%	-3%	1%	-20%	-13%
CCCC/C(O)=C1\C(=O)CC(C)(C)CC1=Nc1ccc(N)cc1	i	1%	3%	11	-37%	6%	3%	i	11%
Cc1noc(C(=O)N2CC3(C)CC2CC(C)(C)C3)c1Cl (stereo unspecified)	i	-4%	-1%	4	18%	22%	-7%	-21%	?
CC(C)(C)NC(=O)c1nc2ccccc2s1	i	-10%	-9%[9.22 µM]	0	-46%	-11%	11%	i	1%
Cc1ccc(-c2cc(C(=O)OCC(=O)N(C)c3c(N)n(Cc4ccccc4)c(=O)[nH]c3=O)c3ccccc3n2)o1	i	4%	-1%	-10	51%	-2%	11%	-5%	79%[activator]
COc1ccc(NC(=O)c2sc3nc(C(F)(F)F)cc(C)c3c2N)cc1OC	·	·	-3%	·	10%	23%	·	-48%[inhibitor]	7%
Nc1nc(SCC(=O)N2CCCC2)[nH]c(=O)c1NC(=O)c1cccs1	i	-6%	-4%	-15	7%	-17%	-6%	?	3%
CCOC(=O)c1cc2c(=O)n3ccccc3nc2n(CCCOC)c1=NC(=O)c1c(-c2ccccc2Cl)noc1C	·	·	3%	·	4%	25%	·	i	16%
CC(=O)Nc1cccc(-c2csc(Nc3ccccn3)n2)c1	i	-32%[inhibitor]	15%	14	6%	10%	1%	-76%[inhibitor][57.5 µM]	9%
Nc1[nH]c(C(=O)c2ccccc2)c(-c2ccc(Br)cc2)c1C(=O)c1ccc(Br)cc1	i	15%	12%	1	14%	-35%[inhibitor]	4%	i	3%
Cc1cc(NC(=O)CCCS(=O)(=O)c2nc(-c3cccs3)cc(C(F)(F)F)n2)no1	i	8%	-1%	-106*	-2%	?	-11%	0%	?
CC(C)C[C@@H](CO)N1CCN(Cc2cccc(C#N)c2)CCC1=O	i	-4%	-8%	?	-31%	-4%	1%	-27%	13%
COc1cc(/C=C2/C(=O)c3cccc([N+](=O)[O-])c3C2=O)c(Br)cc1O	i	-22%	-4%	-15	·	-33%[inhibitor]	-1%	-19%	10µM*
C[C@@H]1CN(Cc2nc(-c3cccs3)no2)C[C@H](C)O1	i	-1%	1%	3	-16%	9%	13%	0%	12%
COc1cccc(/C(O)=C2/C(=O)C(=O)N(CCN3CCOCC3)C2c2cccnc2)c1 (stereo unspecified)	i	-8%	-7%	1	7%	-13%	5%	-5%[57.5 µM]	5%
COc1ccc(CN2CC[C@H]3C=CC[C@@H](C(=O)NCCc4ccccc4)[C@H]3C2=O)cc1OC	i	0%	-1%	29	7%	20%	23%	i	-9%

Following part.
SMILES	Akt phos inh	aSyn yeast inh	Abeta rescue	D3 antag	FUS suppressor	TDP-43 yeast inh	GLP1R ag	PTHR1 ag	GLP1R inv ag
COc1ccc(SN=C2C(C)=CC(=O)C=C2C)cc1	i	-12%	-7%	?	9%	-8%	16%	-35%[inhibitor]	21%
COc1ccc(-c2n[nH]c(C)c2-c2ccc(Cl)cc2)c(O)c1OC	i	-15%	6%	14	38%	0%	-12%	-69%[inhibitor]	-28%
Cc1ccc(OCCC(=O)N2CCN(c3ccc(O)cc3)CC2)cc1	i	12%	-34%[inhibitor]	0	16%	-3%	20%	-18%	?
COCCCNC(=O)c1cccc2c(-c3ccc(OC)cc3C)coc12	i	-17%	-3%	19	24%	?	0%	-59%[inhibitor]	?
CCCC1OC23CCCCC2C(C#N)(C#N)C1(C#N)C(=N)O3 (stereo unspecified)	i	0%	6%	-16	9%	-11%	-2%	i	0%
Cc1cccc(Cn2c(CNS(=O)(=O)c3ccc(Cl)s3)nc3cccnc32)c1	·	·	-6%	·	-17%	17%	·	-35%[inhibitor]	?

Compound activity deposited in PubChem BioAssay by National Center for Advancing Translational Sciences (NCATS).

Only part of the results is shown; count on the stated rates, not on these rows.
